# PTHR1 ag = PTHR1 (human) receptor agonism; Q03431; HEK293 GP2 PTHR1 cells, GloSensor cAMP luminescence, 1 h; Potency, µM (highest dose often 115 µM), inactives show top-dose activation, most hits filed as activators; 0.075% of 410,000 active; note: potency is the fitted concentration of half-maximal effect; nearly all actives have a fitted effect of over 55% in size; some results filed as inactive show a strong effect at the top dose; inactives centre near -15; many of its hits are not listed in these tables
# Target sequence (Q03431 whole entry, looked up): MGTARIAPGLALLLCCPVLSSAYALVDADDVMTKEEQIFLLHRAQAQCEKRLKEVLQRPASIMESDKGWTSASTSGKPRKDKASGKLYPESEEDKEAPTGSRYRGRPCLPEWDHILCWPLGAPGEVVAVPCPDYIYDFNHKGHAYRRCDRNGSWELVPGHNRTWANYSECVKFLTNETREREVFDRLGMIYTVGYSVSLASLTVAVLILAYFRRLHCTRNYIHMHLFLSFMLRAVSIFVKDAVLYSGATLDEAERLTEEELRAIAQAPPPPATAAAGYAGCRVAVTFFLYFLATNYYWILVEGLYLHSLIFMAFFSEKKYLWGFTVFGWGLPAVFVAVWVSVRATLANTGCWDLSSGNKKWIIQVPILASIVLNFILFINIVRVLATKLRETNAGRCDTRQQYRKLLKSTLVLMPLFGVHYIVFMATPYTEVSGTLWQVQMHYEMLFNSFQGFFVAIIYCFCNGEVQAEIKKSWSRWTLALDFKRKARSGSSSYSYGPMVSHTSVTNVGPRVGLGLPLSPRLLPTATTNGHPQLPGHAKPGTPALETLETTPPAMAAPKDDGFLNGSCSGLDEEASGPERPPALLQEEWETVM
#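 HEK-293-derived GP2 cells expressing PTHR1 and a GloSensor cAMP reporter, 3,000/well, plated overnight, given luciferin plus IBMX (each 0.5 mM as added) for 1 h at 37 °C, then compound for 1 h at 37 °C. Luminescence was read after 15 min at room temperature.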
# GLP1R ag = activates the human GLP-1 receptor | AID 624172 | Potency, µM (doses to about 45.6 µM), inactives show top-dose activation, usual class: activators | 0.007% of 380,000 active | HEK293 GLP-1R CRE-luciferase, luminescence, 4-6 h; cells express a hypersensitive GLP-1R form | P43220; note: potency is the fitted concentration of half-maximal effect; % of control where 0% means no effect
# Target sequence (P43220 whole entry, looked up): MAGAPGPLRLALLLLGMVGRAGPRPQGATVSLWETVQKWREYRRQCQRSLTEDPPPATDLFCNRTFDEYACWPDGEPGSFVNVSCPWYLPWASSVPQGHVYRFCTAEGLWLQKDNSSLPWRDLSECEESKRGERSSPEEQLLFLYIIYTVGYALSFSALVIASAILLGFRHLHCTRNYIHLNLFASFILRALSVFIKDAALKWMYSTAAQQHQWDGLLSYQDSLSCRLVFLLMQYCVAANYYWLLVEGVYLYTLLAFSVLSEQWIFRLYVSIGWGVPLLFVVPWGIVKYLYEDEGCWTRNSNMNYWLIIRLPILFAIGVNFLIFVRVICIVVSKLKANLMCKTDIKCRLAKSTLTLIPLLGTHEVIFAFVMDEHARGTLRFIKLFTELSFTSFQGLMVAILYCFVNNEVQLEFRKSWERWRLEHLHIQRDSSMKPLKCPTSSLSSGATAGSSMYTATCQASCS
# aSyn rescue = rescues yeast growth from alpha-synuclein toxicity; Yeast expressing alpha-synuclein, growth rescue, BacTiter-Glo, 24 h; Potency, µM (doses to about 46.1 µM), without a hit: at the highest dose growth rescue (activation), actives largely listed as activators; 0.14% of 370,000 active; note: potency is the fitted concentration of half-maximal effect; % of control where 0% means no effect; nearly all actives have a fitted effect of over 65% in size
#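 Screening used galactose-induced yeast with toxic alpha-synuclein levels, exposed to compound for 24 hr at 30 deg C. Cell growth, read with BacTiter-Glo luminescence, gave the measured signal.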
# Akt phos inh = inhibitors of Akt phosphorylation | Neuro2A IGF-stimulated pAkt S473 HTRF, 20 min; hits give low values | activity change, % for hits at 50 µM | 0.32% of 360,000 active; in the data active = activity change below about -80%; inconclusive = mostly about -51% to -80%; note: % is set by controls: 0 for no effect and ±100 for the full control effect
#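 Single-point screen (50 µM final compound) in Neuro2A cells stimulated 20 min with 6 nM IGF at 37 deg C. After lysis, Ser473-phosphorylated Akt read by HTRF (ex 330 nm, em 615/665 nm) as the 665/615 ratio.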
# GLP1R inv ag = acts as inverse agonist at human GLP-1 receptor. Potency, µM (series often up to 38.3 µM), without a hit: at the top dose activity change, negative = inhibition, actives largely listed as inhibitors. P43220. 1.6% of 410,000 active. HEK293 GLP-1R CRE-luciferase, luminescence, 24 h; GLP-1R form is constitutively active; note: potency is the fitted concentration of half-maximal effect; % is set by controls: 0 for no effect and ±100 for the full control effect; nearly all actives have a fitted effect of over 55% in size
#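 Using stably transfected HEK293 (constitutively active GLP-1R, cAMP-luciferase reporter), compounds were incubated 24 hr and luciferase measured by luminescence.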
# Abeta rescue = restores growth of yeast expressing A-beta42 peptide; yeast expressing A-beta42, growth rescue, OD600, 48 h; response scale: 0% DMSO, 100% iron-clioquinol control; AID 1347071; 0.063% of 410,000 active; Potency, µM (doses to about 46.1 µM), for the others: at the top dose growth rescue, usual class: activators; note: potency is the fitted concentration of half-maximal effect; nearly all actives have a fitted effect of over 55% in size
#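 Growth rescue measured by 600 nm absorbance after 48 h yeast culture at 30 C with compound. Values normalized between DMSO and an equimolar ferric chloride plus clioquinol control.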
# TDP-43 yeast inh = inhibitors of TDP-43 toxicity in yeast | TDP-43 expressing yeast growth rescue, BacTiter-Glo, 24 h | Potency, µM (top dose mostly 46.1 µM), for inactives: top-dose growth rescue (activation), actives largely listed as activators | 1.8% of 410,000 active | AID 652104; note: potency is the fitted concentration of half-maximal effect; % of control where 0% means no effect; nearly all actives have a fitted effect of over 50% in size
#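 In this qHTS, compounds that restore growth of yeast expressing TDP-43 appear as activators. Cells (OD600=0.02, galactose medium, raffinose-pregrown) are incubated with compound 24 hr at 30 deg C and growth is quantified by BacTiter-Glo.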
# FUS yeast rescue = suppressors of FUS proteinopathy in yeast | S. cerevisiae FUS-expressing, growth rescue, OD600, 24 h | Potency, µM (titrated, usually from 76.6 µM), for the others: at the highest dose growth rescue (activation), actives largely listed as activators | 0.24% of 390,000 active | AID 1347120;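 note: potency is the fitted concentration of half-maximal effect; plate controls were DMSO vehicle for no effect and reference control for full effect; nearly all actives have a fitted effect of over 55% in size; some results filed as inactive show a strong effect at the top dose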
#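 Yeast FUS proteinopathy model; galactose-induced FUS (2%), starting OD 0.005. Cpds in dilution series, 24hr, 30C, 99% humidity. Abs 600 nm growth. Pos ctrl CP55940 (top 92uM final); neg ctrl DMSO.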
# D3 antag = D3 dopamine receptor (human) antagonism; D3R cells, DiscoveRx beta-arrestin luminescence, antagonist mode; hits give low values; AID 652054; P35462; max response, negative = inhibition, %; 2.5% of 360,000 active; in the data active = max response below about -50%; inconclusive = no clear call, values can overlap the other calls; note: % is set by controls: 0 for no effect and ±100 for the full control effect; mostly tested at two doses, the higher about 12 µM
#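 Cells expressing the human receptor were seeded at 1500 cells/well, incubated overnight at 37 degrees C in 5% CO2, then exposed to library compounds with dopamine controls for 90 minutes at 37 degrees C before luminescent detection.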
# Starred values were filed as active, the others as inactive; i = inactive; u = inconclusive; x = no result given; & = joins results of further samples; [ ] = remark or other dose. Unless noted, calls come from the whole dose curve; as a rule, active = well fitted curve in the direction sought with a large enough effect; inconclusive = small, poorly fitted or top-dose-only effect, or another doubt; inactive = no such curve, though single readings can be large; an effect the other way counts as inactive or inconclusive. Only part of the results is shown; the hit share may differ from the screen's.
SMILES | PTHR1 ag | GLP1R ag | aSyn rescue | Akt phos inh | GLP1R inv ag | Abeta rescue | TDP-43 yeast inh | FUS yeast rescue | D3 antag
CC(=O)Nc1ccc(S(=O)(=O)N2CCN(CCCOc3cc(C)ccc3C)CC2)cc1 | i | 1% | -2% | i | -24% | -8% | -16% | 24% | 16
CSc1ccc(Cc2ccc(Cl)cc2Cl)nn1 | -10%[57.5 µM] | -1% | 0% | i | u | 21% | 11µM* | 2% | -19
O=C(Cc1cccs1)Nc1ccccn1 | i | 2% | 0% | i | -24% | 5% | 1% | 31% | u
O=C(N=C1SC2CS(=O)(=O)CC2N1c1ccc(F)c(Cl)c1)C1CC1 (stereo unspecified) | i | -3% | -1% | x | 4% | -11% | 6% | -15% | 18
COc1cc(C(=O)NNC2=NC(C)(C)Cc3cc(C)c(C)cc32)cc(OC)c1OC | -12% | 10% | 0% | i | -3% | 0% | 3% | 17% | -12
Cn1c(=O)[nH]c(=O)c2cc(C(=O)c3cc(F)ccc3O)cnc21 | -24% | 0% | -6% | i | 2%[7.66 µM] | -5% | -16% | 6% | 2
Cc1ccc(C)n1-c1sc2c(c1C#N)CCC(C)C2 (stereo unspecified) | i | -1% | -17% | i | u | 18% | 5% | 15% | 4
Nc1nc(SCC(=O)NCc2ccc(F)cc2)[nH]c(=O)c1NC(=O)c1ccc(Cl)cc1 | i | -4% | u | i | 5% | 17% | 23% | 0% | 0
CSc1ccccc1C(=O)Nc1ncc(C)s1 | 0%[57.5 µM] | 1% | -11% | i | 20% | 2% | -3% | -21% | 15
O=C(NCc1ccncc1)C12CC3CC(CC(Cl)(C3)C1)C2 | i | 4% | -6% | i | -23% | 4% | 8% | -2% | 0
CCCCCOc1ccc(C(=O)Nc2ccc(N3CCOCC3)cc2N2CCOCC2)cc1 | -22% | -6% | u | i | 16% | 26% | 34% | -22% | 0
Cc1cc(C)c2oc(C(=O)Nc3c(C)n(C)n(-c4ccccc4)c3=O)cc(=O)c2c1 | i | x | x | x | -5% | -7% | u | 5% | x
Cc1ccccc1-c1nc2sc3c(c2c(=O)o1)CCC3 | i | 2% | 0% | i | 11% | -11% | -9% | 11% | 13
O=C(CN1C(=O)COc2ccc(Cl)cc21)Nc1ccc2c(c1)OCCO2 | i | 16% | -2% | i | 0% | 17% | 6% | -8% | -10
COc1ccc2c(c1OC)C(=O)OC2Nc1nc(-c2cc3cc(Br)ccc3oc2=O)cs1 (stereo unspecified) | -23% | 10% | 4% | i | 114%[activator] | -65%[inhibitor] | -2% | 19% | 1
NS(=O)(=O)c1ccc(N/N=C/c2ccc[nH]2)c([N+](=O)[O-])c1 | -11% | 1% | -14% | i | -18% | -1% | -5% | -3% | u
Cc1ccc(CN2C(=O)CCC2(C)c2nnnn2-c2c(C)cccc2C)cc1 (stereo unspecified) | -14% | -2% | u | i | 24% | 7% | 28% | 17% | 1
COc1ccc(C2=CCCCCC2)cc1OC | -3% | 20% | -6% | i | 6% | -5% | 6% | -11% | -11
Cc1cc(C)n2c(SCC(=O)Nc3ccc(F)cc3)nnc2n1 | i | -1% | 1% | i | 3% | 1% | 20% | -11% | 17
COc1ccc(C(=O)Nc2nnc(CCS(=O)(=O)c3ccc(C)cc3)s2)cc1 | i | -1% | 2% | i | 8% | 1% | 15% | -19% | 15
CS(=O)(=O)N(Cc1ccc(Cl)cc1)c1ccc(C(=O)N/N=C/c2cc3ccccc3nc2Cl)cc1 | i | 1% | 3% | i | 25% | -10% | 6% | -6% | -22
CC(C)(C)NCCOc1ccc2ccccc2c1 | -2% | -1% | -1% | i | u | -6% | -6% | -1% | 4
CC(=O)c1c(C)[nH]c(C(=O)OCC(=O)NCCC(C)C)c1C | -27% | 14% | 0% | i | -23% | -10% | -4% | 32% | -12
COc1cc(CNCCc2c[nH]c3ccccc23)ccc1OCc1ccccc1F | -19% | -16% | -23% | i | 7.9µM* | -6% | -18% | 3% | -56*
Cc1ccc(NC(=O)c2c(C)oc3ncnc(N4CCCCC4)c23)c(C)c1 | 1% | x | x | x | -13% | -23% | 13% | 28% | x
COC(=O)c1ccc(-c2nc(-c3ccc(Br)o3)no2)cc1 | i | 8% | -8% | i | 14% | -17% | 6% | -19% | -1
CCC(CC)C(=O)c1c[nH]c(C(=O)NN)c1 | i | 3% | -3% | i | u | -7% | 7% | -30% | -27
Cc1ccc2nc(-c3ccccc3N)[nH]c2c1 | -44%[inhibitor] | 4% | -24% | i | u | -50%[inhibitor] | -15% | 30% | 2
O=C(O)c1[nH]c2ccccc2c1C(c1c(F)cccc1Cl)c1c(C(=O)O)[nH]c2ccccc12 | i | -5% | 0% | i | -16% | -4% | -11% | 33% | 7
Cc1cc(C)cc(NC(=S)NCC2CCCO2)c1 (stereo unspecified) | i | 0% | 0% | -115%* | -21% | 8% | u | -9% | -9

# The list goes on:
# The line under a structure holds: PTHR1 ag, GLP1R ag, aSyn rescue, Akt phos inh, GLP1R inv ag, Abeta rescue, TDP-43 yeast inh, FUS yeast rescue, D3 antag
CCc1nn(CC(=O)NCc2cccnc2)c(=O)c2cc3occc3n12
    -11%, -2%, -8%, i, 5%, 0%, 2%, -8%, 0
COc1ccc(S(=O)(=O)N2CCC(C(=O)NC(C)c3ccccc3)CC2)cc1 (stereo unspecified)
    -4%, x, x, x, 2%, 23%, 18%, -16%, x
CN(C(=O)COC(=O)c1ccc(Br)c([N+](=O)[O-])c1)c1c(N)n(Cc2ccccc2)c(=O)[nH]c1=O
    -14%, 11%, -8%, i, 0%, -9%, -14%, 7%, 1
NC(=O)C1CCN(C(=O)c2ccc3nc(N4CCCCC4)sc3c2)CC1
    -17%, 14%, -2%, i, 1%, -9%, -14%, 11%, -9
CCN1CCN(C(=O)CN(CCc2ccccc2)S(C)(=O)=O)CC1
    i, -5%, -6%, i, 14%, 18%, -17%, -29%, 10
CCC[C@H]1CN(c2ccccc2)C(=O)[C@@H]1CC(=O)Nc1ccccc1
    -25%, 15%, 1%, i, u, -2%, 0%, 25%, 6
CCOCCCn1c(=N)c(C(=O)NCCN2CCOCC2)cc2c(=O)n3cccc(C)c3nc21
    i, -9%, -4%, i, 6%, 1%, -2%, 18%, 11
CC(C)c1ccc2[nH]c3c(c2c1)[C@@H]1CCN2C(=O)CCC[C@H](C3)[C@H]12
    -30%, 16%, 8%, i, u, 5%, 11%, 29%, 7
Cc1ccc(-c2nc(SCC(=O)NCc3ccco3)c3c(=O)n(C)c(=O)n(C)c3n2)cc1
    i, x, x, x, 10%, -13%, u, -23%, x
O=C(Nc1cccnc1)c1cc(-c2ccc(Cl)cc2)on1
    -7%&-23%, -4%, -3%, i, 9%&3%, -9%&-10%, -6%&19%, 20%&5%, 0

# Four entries from above, as labelled records:
> CCOCCCn1c(=N)c(C(=O)NCCN2CCOCC2)cc2c(=O)n3cccc(C)c3nc21
  PTHR1 ag = i
  GLP1R ag = -9%
  aSyn rescue = -4%
  Akt phos inh = i
  GLP1R inv ag = 6%
  Abeta rescue = 1%
  TDP-43 yeast inh = -2%
  FUS yeast rescue = 18%
  D3 antag = 11
> CC(C)c1ccc2[nH]c3c(c2c1)[C@@H]1CCN2C(=O)CCC[C@H](C3)[C@H]12
  PTHR1 ag = -30%
  GLP1R ag = 16%
  aSyn rescue = 8%
  Akt phos inh = i
  GLP1R inv ag = u
  Abeta rescue = 5%
  TDP-43 yeast inh = 11%
  FUS yeast rescue = 29%
  D3 antag = 7
> Cc1ccc(-c2nc(SCC(=O)NCc3ccco3)c3c(=O)n(C)c(=O)n(C)c3n2)cc1
  PTHR1 ag = i
  GLP1R ag = x
  aSyn rescue = x
  Akt phos inh = x
  GLP1R inv ag = 10%
  Abeta rescue = -13%
  TDP-43 yeast inh = u
  FUS yeast rescue = -23%
  D3 antag = x
> O=C(Nc1cccnc1)c1cc(-c2ccc(Cl)cc2)on1
  PTHR1 ag = -7%&-23%
  GLP1R ag = -4%
  aSyn rescue = -3%
  Akt phos inh = i
  GLP1R inv ag = 9%&3%
  Abeta rescue = -9%&-10%
  TDP-43 yeast inh = -6%&19%
  FUS yeast rescue = 20%&5%
  D3 antag = 0

# (next part)
# The line under a structure holds: PTHR1 ag, GLP1R ag, aSyn rescue, Akt phos inh, GLP1R inv ag, Abeta rescue, TDP-43 yeast inh, FUS yeast rescue, D3 antag
CC(NCCOc1ccccc1F)C(=O)Nc1ccc(S(N)(=O)=O)cc1 (stereo unspecified)
    i, -1%, -1%, i, 11%, 1%, 21%, -17%, 6
COc1ccc(OC)c(CNC(=O)Cc2c(C(=O)O)[nH]c3ccccc23)c1
    i, -6%, x, x, 1%, 8%, 12%, -9%, 1
NNC(=O)c1ccc(CSc2cccc3cccnc23)cc1
    i, 19%, -2%, i, 4%, -29%, 3%, 35%, 3
COc1ccc(Cc2n[nH]c(=O)c3ccccc23)cc1OC
    -53%[inhibitor], 29%, -4%, i, 0%, 5%, 5%, 26%, 6
Cn1c(=O)c2c(SCC(=O)Nc3ccccc3C(F)(F)F)nc(C3CCCC3)nc2n(C)c1=O
    -17%, x, x, x, 11%, -11%, 10%[9.22 µM], -21%, x
COc1ccc(NC(=O)CN2C(=O)c3ccccc3Sc3ccc(C(=O)N4CCOCC4)cc32)c(OC)c1
    i, 4%, -4%, i, 37%&14%[activator], -7%&-4%, -41%&6%[inhibitor], 45%&43%, -12
C[C@H](CO)N1C[C@H](C)[C@@H](CN(C)C(=O)Nc2ccc(C(F)(F)F)cc2)Oc2ccc(NC(=O)Cc3ccccc3)cc2C1=O
    -10%, -5%, 6%, i, u, 18%, 16%, u, 11
COc1ccc(C(=O)Nc2c(C(=O)c3ccc(F)cc3)oc3ccccc23)cc1
    i, -6%, -3%, x, 18%, -23%, 13%, 0%, x
O=[N+]([O-])c1cccc(-n2nnnc2CNCc2ccccc2)c1
    22%, 10%, -6%, i, 16%, 2%, 12%, -8%, -4
